From PubChem
Giardia kill = kills Giardia lamblia; Giardia lamblia trophozoite viability; activity change, % at 7.66 µM, hits read low; 340,000 compounds, 0.15% hits; AID 540267; in the data active = activity change below about -80%; inconclusive = between about -30% and that limit;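 also: parasites exposed to compound for two days anaerobically before the ATP read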
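Trophozoites 100 cells/well + cpd; 48 hrs, 37 deg C, anaerobic. ATPLite 1-Step added, 15-30 min RT, luminescence read (ATP-based viability).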
Chronic BCR inh = chronic active BCR signaling inhibition. 340,000 compounds, 0.05% hits. Potency, µM (highest dose often 46.1 µM), for inactives: at the top dose ratio change, negative = lower green/red ratio, actives largely listed as inhibitors. ABC-DLBCL IkBa-CBG/CBR reporter, luminescence ratio, 4 h; active = well fitted inhibition curve with a large enough effect in the signal ratio, with a control signal flat, not every such curve was filed as active; inconclusive = small, poorly fitted or top-dose-only effect, or effect the other way, or a change in a side signal; the % refers to the signal ratio;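 also: potency is read from the fitted curve at half-maximal effect; plate controls were basal doxycycline-induced cells for no effect and cells given 10 µM MG132 for full effect; MG132 reads +100%, hits lower the ratio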
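Doxycycline induced both beetle luciferases in TMD8 lymphoma cells; IKK-driven degradation limits the IkappaBalpha-fused green signal, while red luminescence normalises for cell number and nonspecific effects. Compounds tested up to 46 uM, 4 hrs.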
FBPA coupling cs = counter-screen for Giardia aldolase inhibitors: coupling enzyme system | activity change, negative = inhibition, % at 58.2 µM, hits read low | coupling enzyme system counterscreen, AmpLite Red fluorescence | AID 2472 | 290,000 compounds, 0.67% hits; in the data active = activity change below about -30%
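First, compound is pin-transferred into glyceraldehyde-3-phosphate coupling-enzyme reagent at 57.5 uM final and held 10 min at RT. Next, substrate, coupling system and AmpLite Red are added. After 20 min RT, fluorescence (525/598 nm) is read.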
Eya2 inh = Eya2 (human) phosphatase inhibition. Potency, µM (doses to about 76.9 µM), without a hit: at the top dose activity, negative = inhibition, hits mostly inhibitors. O00167. recombinant Eya2, OMFP fluorescence dephosphorylation (OMFP is methylfluorescein phosphate). 330,000 compounds, 0.006% hits; also: potency is read from the fitted curve at half-maximal effect
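Eya2 (0.2 uM) preincubated 10 min at ambient with compound, then OMFP substrate added at 50 uM; 10 min reaction in 50 mM HEPES pH 7.5, 50 mM NaCl, 5 uM MgCl2, 0.05% BSA, 1 mM DTT. Fluorescence read at Ex 485/Em 525 nm.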
GALK inhibitor = blocks human galactokinase activity | P51570 | Purified GALK, Kinase-Glo residual ATP luminescence | Potency, µM (series often up to 57.5 µM), for the others: at the top dose activity change, negative = inhibition, most hits filed as inhibitors | 270,000 compounds, 0.007% hits | AID 1868; also: potency is read from the fitted curve at half-maximal effect
Target sequence (P51570 whole entry, looked up): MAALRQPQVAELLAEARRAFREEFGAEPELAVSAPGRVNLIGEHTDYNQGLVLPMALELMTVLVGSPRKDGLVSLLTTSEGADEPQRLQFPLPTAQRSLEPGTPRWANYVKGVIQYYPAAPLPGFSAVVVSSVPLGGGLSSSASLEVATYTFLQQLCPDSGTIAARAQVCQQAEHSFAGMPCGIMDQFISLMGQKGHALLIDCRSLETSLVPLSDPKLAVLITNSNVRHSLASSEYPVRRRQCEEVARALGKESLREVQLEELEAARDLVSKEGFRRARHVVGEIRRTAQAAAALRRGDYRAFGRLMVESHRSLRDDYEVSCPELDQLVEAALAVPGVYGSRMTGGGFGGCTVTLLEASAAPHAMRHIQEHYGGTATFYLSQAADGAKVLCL
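5 nM enzyme, 35 uM ATP, 100 uM galactose, 20 mM HEPES pH8.0, 5 mM MgCl2; 1 h RT; residual ATP by Kinase-Glo Plus luminescence, qHTS format.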
USP2a block = blocks human ubiquitin-specific protease USP2a; O75604; USP2 core, Ub-CHOP2 coupled fluorogenic reporter, 485/531; Potency, µM (titrated, usually from 38.3 µM), for inactives: at the top dose activity change, negative = inhibition, actives largely listed as inhibitors; 330,000 compounds, 0.01% hits; AID 463254;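 also: potency is read from the fitted curve at half-maximal effect; plate controls were DMSO wells for no effect and full inhibition by NEM control for full effect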
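USP2 core (10nM final) preincubated 30min RT with compound in 20mM Tris-HCl pH 8.0, 2mM CaCl2, 2mM beta-mercaptoethanol, 0.05% CHAPS; 25nM Ub-CHOP2 plus 25nM reporter substrate added, fluorescence (Ex485/Em531) read after 60min.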
KCNH2 3.1 inh = KCNH2 3.1 (human) potassium channel inhibition; U2OS KCNH2 3.1, thallium flux FluxOr; stronger effect = lower value; activity change, % (tested at about 1.8 µM); 340,000 compounds, 0.95% hits; AID 720553;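 active = maximum activity change below -70%; inconclusive = maximum activity change from -70% to -50%; inactive = maximum activity change above -50%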;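 also: thallium influx rate constant from kinetic fluorescence after stimulation buffer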
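Thallium flux read-out: FluxOr dye with Red40 quencher in HBSS/HEPES, 45 min at RT. Rate constants from kinetic reads were normalized to positive and negative DMSO controls. Cells: U2OS virally expressing the 3.1 isoform.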
PKM2 activator = activators of human pyruvate kinase M2. purified PKM2, Kinase-Glo ATP luminescence, activation; response scale: 0% is enzyme alone, no compound. P14618. AID 1631. Potency, µM (titrated, usually from 57.5 µM), without a hit: top-dose activation, hits mostly activators. 260,000 compounds, 0.34% hits; also: potency is read from the fitted curve at half-maximal effect; nearly all actives have a fitted effect of over 55% in size
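Kinase-Glo luminescence reports ATP generated from ADP (0.1 mM) and PEP (0.5 mM) by purified hPK-M2 after 1 h at room temperature, pH 7.2 imidazole buffer; intermediate enzyme activity allows detecting inhibitors and activators.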
B2AR arrestin = recruits beta-arrestin to the human beta2-adrenergic receptor; P07550; beta-arrestin recruitment to beta2AR, cell-based reporter; Potency, µM (doses to about 46.1 µM), without a hit: at the highest dose activation, usual class: activators; 330,000 compounds, 0.02% hits; AID 492947;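 also: potency is read from the fitted curve at half-maximal effect; 0% = DMSO controls and full agonism = EC100 isoproterenol or metaproterenol; nearly all actives have a fitted effect of over 65% in size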
Target sequence (P07550 whole entry, looked up): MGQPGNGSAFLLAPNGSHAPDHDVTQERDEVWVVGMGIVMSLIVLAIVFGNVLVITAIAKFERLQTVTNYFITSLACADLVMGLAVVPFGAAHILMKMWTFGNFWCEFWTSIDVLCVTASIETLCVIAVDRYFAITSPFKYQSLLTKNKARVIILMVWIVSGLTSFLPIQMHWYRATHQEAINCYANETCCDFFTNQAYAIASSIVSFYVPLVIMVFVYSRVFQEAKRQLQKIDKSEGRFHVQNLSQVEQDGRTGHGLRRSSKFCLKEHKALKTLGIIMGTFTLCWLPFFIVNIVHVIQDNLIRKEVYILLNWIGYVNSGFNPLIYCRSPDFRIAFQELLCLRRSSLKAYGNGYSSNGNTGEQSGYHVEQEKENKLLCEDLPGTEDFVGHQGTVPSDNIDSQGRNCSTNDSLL
hERG WT inh = blocks the wildtype human KCNH2 potassium channel | Q12809 | U2OS, BacMam KCNH2, thallium flux FluxOr; stronger effect = lower value | activity change, % at 1.84 µM | 340,000 compounds, 0.37% hits | AID 720551;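 active = maximum activity change below -70%; inconclusive = maximum activity change between -70% and -50%; inactive = maximum activity change above -50%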
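U2OS cells were transduced with wild-type KCNH2 virus (2.03 x 10^8 / mL) for 4 h at room temperature, then cultured overnight at 37 C. Thallium flux was read with FluxOr dye. Rate constants were normalized to DMSO controls.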
uPA surface inh = inhibitors of cell surface uPA generation; cell surface uPA generation assay, qHTS; 330,000 compounds, 0.31% hits; Potency, µM (titrated, usually from 38.3 µM), for the others: at the top dose activity change, negative = inhibition, usual class: inhibitors; active = well fitted inhibition curve with a large enough effect; inconclusive = small, poorly fitted or top-dose-only effect; inactive = no such curve, though single readings can be large or run the other way; tested in mouse RAW 264.7 cells; also: potency is read from the fitted curve at half-maximal effect; nearly all actives have a fitted effect of over 55% in size
An asterisk follows results filed as active; i = inactive; ? = inconclusive; nt = not tested or not shown; [ ] = dose if it differs, or a comment. Unless noted, calls follow the shape of the dose curve; as a rule, active = well fitted curve in the direction sought with a large enough effect; inconclusive = small, poorly fitted or top-dose-only effect, or another doubt; inactive = no such curve, though single readings can be large; an effect the other way counts as inactive or inconclusive. Unless noted, % is scaled to controls: 0 for no effect and ±100 for the full control effect.

SMILES	Giardia kill	Chronic BCR inh	FBPA coupling cs	Eya2 inh	GALK inhibitor	USP2a block	KCNH2 3.1 inh	PKM2 activator	B2AR arrestin	hERG WT inh	uPA surface inh
COc1cc(C=O)ccc1Oc1cnccn1	5	1%	-1	6%	-1%	0%	-17	0%	-1.0%	-8	0%
Cc1ccc(Nc2nnc(SCn3nnc4ccccc4c3=O)s2)cc1	2	-2%	-7	4%	1%	-9%	0	-16%	-0.1%	1	4%
Clc1cccc(N=NN2CCOCC2)c1Cl	-4	-12%	0	-24%	-1%	3%	-9	4%	-0.1%	4	22%
Cc1ccccc1CSc1nnc2ccc(-c3ccncc3)nn12	-30	6%	2	5%	3%	0%	6	-1%	-0.1%	-12	-5%
CCOC(=O)Cn1c(=O)c2c(nc(N3CCCCC3)n2Cc2ccccc2)n(C)c1=O	5	?	2	-2%	1%	4%	-32	-4%	-0.2%	1	3%
O=C(NCc1ccc2c(c1)OCO2)c1ccc2c(c1)OCO2	11	-3%	-7	-21%	-2%	7%	9	9%	0.6%	5	-7%
Cc1ccccc1NS(=O)(=O)c1cccc(C(=O)Nc2cccc(C(=O)O)c2)c1	-28	?	4	-6%	5%	1%	-7	1%	0.3%	6	10%
O[C@@H]1CN(C2CCCCC2)CC[C@H]1N1CCN(CCc2ccccc2)CC1	-19	1%	4	5%	1%	2%	-13	-4%	0.5%	15	2%
Cc1ccc(C)c(S(=O)(=O)N2CCN(C(=O)CCNS(=O)(=O)c3ccccc3)CC2)c1	3	-1%	2	-1%	2%	2%	1	10%	-1.2%	-3	-1%
Cc1cccc(NC(=O)N2C3CCCC2CC(NC(=O)C(C)(C)C)C3)c1 (stereo unspecified)	1	?	4	-1%	0%	1%	18	9%[11.5 µM]	-0.1%	-22	0%
CCOC(=O)c1c(NC(=O)COC(=O)c2ccc(O)cc2)sc(C(=O)N(C)C)c1C	5	?	-1	-7%	-2%	-2%	12	-2%	-0.1%	-3	3%
Cn1cnnc1SCC(=O)c1ccc(O)c(O)c1	15	0%	-1	8%	4%	3%	2	15%	-0.1%	i	1%
COc1ccc(CN2CCC(Oc3ccc(C(=O)NCc4ccccn4)cc3)CC2)c(F)c1	3	?	0	-7%	-6%	3%	-9	1%	-0.7%	43	-7%
COc1ccccc1-n1cnnc1SCC(=O)NC1CCCCC1	24	-5%	nt	2%	nt	0%	-12	nt	-0.1%	-11	2%
Nc1cc(S(=O)(=O)N2CCCCC2)ccc1N1CCOCC1	-11	-3%	1	1%	0%	2%	10	1%	-0.8%	18	3%
CC(Cc1cccs1)NC(=O)Nc1ccc(F)cc1 (stereo unspecified)	-5	?	1	-29%	2%	1%	3	11%	-0.2%	-1	-3%
CC12CCC(=O)N1C(C(=O)NNC(=O)c1ccc(F)cc1)CS2 (stereo unspecified)	-8	2%	nt	34%	nt	0%	0	nt	-0.2%	-8	1%
CCOP(=O)(OCC)C(NC(=O)Nc1ccc(Cl)cc1)C(=O)N(CC)CC (stereo unspecified)	-1	?	1	1%	0%	5%	16	1%	-0.7%	nt	3%
CCn1c(SCC(=O)NC2CC2)nnc1-c1ccncc1	-17	-7%	3	10%	-5%	0%	-3	1%	0.0%	7	2%
Cc1c(C(=O)OCC(=O)NCC2CCCO2)oc2ccccc12 (stereo unspecified)	-1	-6%	nt	-5%	nt	2%	-7	nt	-0.1%	3	-2%
O=C(Nc1ccc(NC(=O)c2ccccc2F)cc1)c1ccccc1F	-3	7%	1	-2%	8%	1%	7	-5%	0.1%	-9	5%
Cc1ccc(C)c(CN2C(=O)CSc3ccc(C(=O)NCCN4CCOCC4)cc32)c1	4	0%	-3	-10%	?	2%	-6	nt	-0.3%	-24	1%
NC(=S)N/N=C/c1ncc(C(F)(F)F)cc1Cl	20	?	-7	11%	1%	3%	7	7%	?	2	1%
NS(=O)(=O)c1ccc(NC(=O)COC(=O)CCc2c[nH]c3ccccc23)cc1	3	-1%	1	-4%	10%	0%	-7	nt	0.0%	17	0%

Only USP2a block, FBPA coupling cs and hERG WT inh, for two of the compounds above:
compound	USP2a block	FBPA coupling cs	hERG WT inh
NS(=O)(=O)c1ccc(NC(=O)COC(=O)CCc2c[nH]c3ccccc23)cc1	0%	1	17
CCn1c(SCC(=O)NC2CC2)nnc1-c1ccncc1	0%	3	7

(next part)
SMILES	Giardia kill	Chronic BCR inh	FBPA coupling cs	Eya2 inh	GALK inhibitor	USP2a block	KCNH2 3.1 inh	PKM2 activator	B2AR arrestin	hERG WT inh	uPA surface inh
Cc1cc(/C=C2\C(=N)N3N=C(C(C)C)SC3=NC2=O)c(C)n1Cc1ccccc1	-1	7%	15	-1%	-5%	0%	0	-2%	-0.7%	-3	1%
O=C(NCCc1ccc(Cl)cc1)c1ccc(NC2=NC3CS(=O)(=O)CC3S2)cc1 (stereo unspecified)	-17	7%	0	-2%	nt	1%	-11	-17%	0.3%	-6	-8%
CCOC(=O)C1(Cc2ccc(Cl)cc2)CCN(Cc2ccon2)CC1	5	?	-2	4%	12%	2%	0	-3%	-0.9%	11	-3%
O=C(CSc1nncs1)NC1CCCc2ccccc21 (stereo unspecified)	-19	-5%	1	-7%	7%	-1%	-40	1%	-0.2%	-3	3%
Cc1cc2cc(C)c(NCCNC(=O)c3cccs3)nc2cc1C	4	-5%	5	6%	1%	-1%	-8	21%	-0.2%	10	1%
COc1ccc(-c2oc3ccc(N4CCOCC4)cc3c2/C=C/c2ccc(OC)c(OC)c2)cc1	25	7%	0	5%	nt	-1%	15	0%	0.9%	5	3%
O=C(CNC(=O)c1cccs1)OCc1c(F)cccc1Cl	3	-12%	2	-22%	-2%	2%	25	nt	0.1%	9	0%
COc1ccc(S(=O)(=O)N(C)CC(=O)Nc2cccc(C(C)=O)c2)cc1	-5	-7%	-2	1%	0%	0%	2	6%	0.1%	1	2%
O=C(O)CCNS(=O)(=O)c1ccc2ccccc2c1	19	?	9	17%	1%	-1%	-2	0%	0.2%	-8	nt
OC(c1ccccc1)c1nc2ccccc2s1 (stereo unspecified)	17	0%	2	0%[15.4 µM]	3%	-1%	-5	70%	0.2%	8	7%
Cc1ccc(S(=O)(=O)N2CCCCC2)cc1	?	2%	-2	-16%	-4%	-1%	1	nt	0.3%	2	-8%
COc1ccc(-n2ncc3c(=O)n(CC(=O)OCc4ccccc4)cnc32)cc1	-9	18%	4	11%	0%	2%	-4	-4%	0.2%	-8	nt
COc1ccc(CC(=O)Nc2nnc(SCc3ccccc3)s2)cc1S(=O)(=O)N1CCOCC1	12	?	5	-12%	-2%	4%	11	9%	0.8%	-1	-5%
CCCCN=C1NN=C(c2ccc3c(c2)OCCO3)CS1	-7	?	-4	-6%	0%	0%	0	24%	2.5%	6	-11%
Cc1ccc(C(=O)Nc2nc(-c3ccc(F)cc3)cs2)o1	7	?	-2	11%	4%	-7%	-1	1%	-0.3%	3	1%
Cc1cc(C)n2nc(SCC(=O)Nc3c(C)nn(-c4ccccc4)c3C)nc2n1	12	-8%	6	6%	1%	2%	18	-13%	-0.9%	4	8%
COc1ccc(/C=N/NC(=O)c2cccc(Br)c2)cc1COc1ccccn1	12	?	3	?	3%	2%	-3	-1%	0.5%	-3	2%
COc1ccc(-n2c(=S)[nH]c3cc(C(=O)Nc4cc(OC)c(OC)c(OC)c4)ccc3c2=O)c(OC)c1	3	-23%	-8	-3%	1%	-29%	-5	6%	-0.7%	-5	-4%
COc1ccc(NC(=O)C2CC(=O)N=C(N)S2)cc1 (stereo unspecified)	-29	-2%	-2	10%	-2%	-1%	-1	-4%	-0.2%	-1	5%
Cc1cc(-c2c(C(=O)N3CCOCC3)c(C)nn2-c2cccc(C(F)(F)F)c2)no1	-13	-4%	2	-31%	-2%	2%	-3	2%	8.0%	5	3%
COc1cc(NC(=O)CN2CCN(c3ccccc3)CC2)c(C)cc1[N+](=O)[O-]	15	2%	2	3%	1%	2%	10	-8%	0.2%	-16	2%
CCC1(C)CC(=O)N(c2ccc(C(=O)O)c(O)c2)C1=O (stereo unspecified)	-4	0%	-2	16%	-4%	-2%	-21	-1%	0.0%	-17	5%
CCc1ccc(OCC(=O)O/N=C(\N)c2ccncc2)cc1	-20	?	nt	0%	5%	-1%	-18	-2%	-0.4%	6	4%
CC(C)CCC(C)NC(=O)CN1C(=O)NC(C)(c2ccc3ccccc3c2)C1=O (stereo unspecified)	30[activator]	-8%	nt	-8%	-3%	1%	0	-3%	0.0%	1	5%
O=C(Nc1ccc(Oc2ccc(NC(=O)Nc3ccccc3Cl)cc2)cc1)Nc1ccccc1Cl	-11	3%	-3	14%	-2%	6%	4	7%	0.4%	-2	7%
COc1ccc(CCNC(=O)C2CCC(CNc3c(N4CCCC4)c(=O)c3=O)CC2)cc1OC (stereo unspecified)	2	0%	1	1%	4%	3%	4	2%	-0.4%	8	-4%
